# influenza NS1A: NS1A inhibition, H1N1 influenza, cell based functional assay (AID 504329) | 340,000 compounds, 0.3% hits | NS1A functional cell-based assay, percent inhibition; higher % means a stronger effect | one-dose inhibition, % at 12.5 µM; IC50 in µM for titrated hits; in the data active = a potency from the dose series; inconclusive = inhibition above about 27% without an active follow-up result; note: strong numbers were not always called active
# Salmonella PhoP GFP: PhoP regulon inhibitors, Salmonella typhi PhoP promoter GFP reporter, confirmatory (AID 1850) | inhibition, % at 50 µM; hits with a dose series show IC50 in µM | 310,000 compounds, 0.33% hits | Salmonella Typhi PhoP-promoter GFP reporter, fluorescence, 4 h; higher % means a stronger effect; in the data active = a potency from the dose series; inconclusive = inhibition mostly from about 25% at the one dose, without a potency; inactive = the rest, 99 in 100 with inhibition below about 19%;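 note: 0% = induced wells with vehicle and 100% = uninduced wells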
# H37Rv inhibition: M. tuberculosis growth inhibition, HTS (AID 449762). 330,000 compounds, 0.59% hits. one-dose inhibition, % at 25 µM; IC50 in µM for titrated hits. M. tuberculosis H37Rv growth inhibition, 7H9 media; higher % means a stronger effect; in the data active = a potency from the dose series; inconclusive = inhibition above about 70% without an active follow-up result;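 note: bacterial growth assessed after seven days of incubation; strong numbers were not always called active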
# tuberculosis growth: growth inhibition of non-replicating M. tuberculosis (AID 488890); Mycobacterium tuberculosis non-replicating, growth inhibition; higher % means a stronger effect; 320,000 compounds, 0.39% hits; inhibition, % at 25 µM, or IC50 in µM where a hit was titrated; in the data active = a potency from the dose series; inconclusive = inhibition mostly from about 82% at the one dose, without a potency; inactive = the rest, 99 in 100 with inhibition below about 76%;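 note: plate controls were DMSO cells for no effect and high antibiotic wells for full effect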
# inhibitors of VEEV: inhibitors of VEEV TC-83 cytopathic effect, confirmation, Vero cells (AID 588727); Vero cells, VEEV TC-83 cytopathic effect inhibition; higher % means a stronger effect; 350,000 compounds, 0.13% hits; one-dose inhibition, % at 20 µM; IC50 in µM for titrated hits; in the data active = a potency from the dose series; inconclusive = inhibition mostly from about 14% at the one dose, without a potency; inactive = the rest, 99 in 100 with inhibition below about 12%; note: strong numbers were not always called active
# inhibitors of VEEV 10K pilot screen: recorded beside inhibitors of VEEV, whose call it bears; inhibition, %; measured here: 10K pilot screen inhibition
# The depositor's hits bear a star; i = inactive; ? = inconclusive; . = no result given; & = joins results of further samples.
SMILES,influenza NS1A,Salmonella PhoP GFP,H37Rv inhibition,tuberculosis growth,inhibitors of VEEV,others
O=C(NCc1ccccc1)c1ccc(S(=O)(=O)C(F)F)cc1,1%,4%,-13%,-4%,2.3%,
CCn1c(SCC(=O)Nc2oc(-c3ccccc3)c(-c3ccccc3)c2C#N)nnc1-c1ccco1,3%,30%,-2%,4%,3.1%,
CCOC(=O)N1CCN(S(=O)(=O)N2CCCC(C(=O)NC(C)c3ccccc3)C2)CC1 (stereo not given),5%,5%,-1%,6%,i,
Cc1ccc(Cl)c(OCC(=O)NCC(c2cccs2)N2CCOCC2)c1 (stereo not given),2%,1%,10%,-2%,7.3%,
COc1ccc(N2CCN(Cc3nc(N)nc(N4CCCc5ccccc54)n3)CC2)cc1,-2%,-5%,?,73%,6.2%,
COc1cc(C(CCN2CCCC2)c2c(OC)cc(OC)c3c(C)cc(=O)oc23)cc(OC)c1OC (stereo not given),5%,-7%,0%,13%,i,
O=C(NC1CCCCC1)c1ccc(CNc2c(N3CCOCC3)c(=O)c2=O)cc1,2%,.,3%,.,0.4%,
CC1CCCCC12NC(=O)N(CC(=O)Nc1ccc(N3CCOCC3)cc1)C2=O (stereo not given),-5%,-10%,-1%,-3%,i,
CC(C)(C)c1ccc(Cn2cnc(-c3ccc([N+](=O)[O-])cc3)c2)cc1,-1%,4%,-3%,72%,0.6%,
C=CCN(c1ccc(F)cc1)S(=O)(=O)c1cc(C(=O)NC2CCC(O)CC2)ccc1Cl (stereo not given),0%,.,-9%,22%,0.6%,
O=C(OC(C(=O)NCc1ccccc1)c1ccccc1F)c1ccco1 (stereo not given),-3%,1%,0%,-2%,2.0%,
Cc1ccc(OC(=O)c2ccccc2P(=O)(O)O)cc1,-4%,-13%,9%,2%,i,
Cc1ccc(S(=O)(=O)N(CC(=O)Nc2ccccc2C(=O)O)c2ccc(Cl)cc2)cc1,-2%,3%,-7%,1%,3.4%,
O=C(Cc1cccc2ccccc12)Nc1ccc(Br)cc1C(=O)O,-25%,-4%,4%,73%,>25µM*,
CC(C)c1cccc(C(C)C)c1NC(=O)CNCC(O)c1ccccc1 (stereo not given),18%,-6%,1%,9%,i,
O=C(NCc1ccco1)c1cnn2c(C(F)(F)F)cc(-c3ccco3)nc12,4%,0%,-3%,3%,9.2%,
O=C1CC(c2ccccc2)=C(c2ccccc2)C1,-4%,.,.,.,0.9%,
CN(C)C1(CNC(=O)c2cccc(S(=O)(=O)NCc3ccccc3)c2)CCCCC1,6%,.,-3%,-1%,1.4%,
COc1cc(OC)c(NC(=O)CCNC(=O)Cn2cnc3ccccc3c2=O)cc1Cl,-2%,7%,-5%,-7%,i,
CC(=O)c1c(C)c(C)c2n1CCn1c(C)ccc1-2,-15%,-2%,0%,-1%,3.0%,
COc1ccc(N(C)S(=O)(=O)c2cccc(C(=O)Nc3nc4ccccc4[nH]3)c2)cc1,-7%,-3%,?,-7%,11%,
COc1ccc(-n2ncc(C(C)NS(=O)(=O)c3ccc(C(C)=O)cc3)c2C)cc1 (stereo not given),-1%,-6%,-5%,19%,5.7%,
O=C(/C=C/c1ccccc1)NCC1(c2ccccc2)CCOCC1,-19%,-2%,-3%,11%,i,
Cc1ccc(Cn2ccc(NC(=O)c3cc(-c4ccccc4)on3)n2)cc1,-4%,0%,3%,25%,1.9%,
COc1ccc(CCNC(=O)c2ccc3c(c2)S(=O)(=O)N=C2CCCCCN23)cc1,-7%,4%,8%,-11%,8.4%,

# In the list so far, 4 contain fluorine:
SMILES,influenza NS1A,Salmonella PhoP GFP,H37Rv inhibition,tuberculosis growth,inhibitors of VEEV,others
O=C(NCc1ccccc1)c1ccc(S(=O)(=O)C(F)F)cc1,1%,4%,-13%,-4%,2.3%,
C=CCN(c1ccc(F)cc1)S(=O)(=O)c1cc(C(=O)NC2CCC(O)CC2)ccc1Cl (stereo not given),0%,.,-9%,22%,0.6%,
O=C(OC(C(=O)NCc1ccccc1)c1ccccc1F)c1ccco1 (stereo not given),-3%,1%,0%,-2%,2.0%,
O=C(NCc1ccco1)c1cnn2c(C(F)(F)F)cc(-c3ccco3)nc12,4%,0%,-3%,3%,9.2%,

# Retrieved by compound from above, 3 records:
SMILES,influenza NS1A,Salmonella PhoP GFP,H37Rv inhibition,tuberculosis growth,inhibitors of VEEV,others
Cc1ccc(Cn2ccc(NC(=O)c3cc(-c4ccccc4)on3)n2)cc1,-4%,0%,3%,25%,1.9%,
Cc1ccc(S(=O)(=O)N(CC(=O)Nc2ccccc2C(=O)O)c2ccc(Cl)cc2)cc1,-2%,3%,-7%,1%,3.4%,
O=C(/C=C/c1ccccc1)NCC1(c2ccccc2)CCOCC1,-19%,-2%,-3%,11%,i,

# Next section
SMILES,influenza NS1A,Salmonella PhoP GFP,H37Rv inhibition,tuberculosis growth,inhibitors of VEEV,others
CCC(C)N(C)C(=O)c1cc2ccccc2c(-c2ccccc2Cl)n1 (stereo not given),8%,20%,8%,19%,1.1%,
COc1ccccc1CNC(=O)CCNS(=O)(=O)c1cc(Br)cnc1N,2%,14%,9%,-3%,4.3%,
COCCc1ccc(OCC(O)CNC(C)C)cc1 (stereo not given),-1%&-2%&-3%,-1%&8%,-5%&-7%&-9%,1%&-1%&9%,0.5%,
COc1ccc(N2CCN(C(=O)CSc3nnc4ncccn34)CC2)cc1,5%,1%,1%,-13%,4.7%,
Cn1c(=O)[nH]c(=O)c2c1nc(SCC(=O)O)n2Cc1ccccc1,-1%,-5%,-4%,-8%,1.1%,
O=C(Nc1cc(Cl)ccc1Oc1ccccc1)c1ccc(F)cc1,-1%,1%,18%,52%,2.6%,
O=c1c2cnn(-c3ccccc3)c2ncn1Cc1ccccc1F,2%,-15%,-15%,.,1.3%,
CC(C)Oc1snc(Cl)c1C(N)=O,4%,-5%,-1%,-16%,2.2%,
NC(=O)CSc1nnc(Cn2c(=O)sc3ccccc32)n1-c1cccc(Cl)c1,20%,-14%,-8%,14%,0.1%,
O=C(Nc1ccc2c(c1)OCCO2)C1CCN(C(=O)c2ccccc2)CC1,-13%,12%,-3%,-8%,0.5%,
COc1ccc(-c2nn(CC(=O)NCCc3ccccc3)c(=S)n2C)cc1,-2%,-10%,-11%,3%,i,
O=C(Nc1ccccn1)Nc1ccccc1Cl,-4%,-8%,0%,10%,0.8%,
Cc1nc(Cl)c(C(=O)NCc2ccccc2)c(C)c1[N+](=O)[O-],-2%,5%,2%,-12%,i,
Cc1nn(-c2ccccc2)c(Cl)c1/C=N/NC(=O)c1[nH]ncc1Br,-4%,-5%,-3%,15%,9.8%,
COc1cccc(C2c3c(oc4ccccc4c3=O)C(=O)N2c2ccccn2)c1 (stereo not given),11%,-10%,-3%,2%,i,
Cc1ccc(S(=O)(=O)N2CCC(=O)N(C(COCc3cccc(Cl)c3)Cc3ccccc3)CC2)cc1 (stereo not given),-4%,-3%,-3%,15%,i,
Cc1ccc(S(=O)(=O)N(C)c2ccc(OCC(=O)NCc3ccco3)cc2)cc1,2%,-2%,-25%,17%,1.0%,
Cc1sc(NC(=O)CN2C(=O)NC3(CCCC3)C2=O)nc1-c1ccc(F)cc1,-2%,8%,-6%,8%,8.4%,
Cc1ccc(NC(=O)CN2C(=O)N/C(=C/c3cc(C)n(-c4cccc(C(=O)O)c4)c3C)C2=O)cc1,15%,.,.,.,3.0%,
Cc1c(Cl)cccc1NC(=S)NCC1COc2ccccc2O1 (stereo not given),10%,1%,3%,37%,3.6%,
O=C(COc1ccccc1)NC(=S)Nc1ccc2c(c1)Cc1ccccc1-2,6%,-2%,?,41%,0.0%,
COC(=O)c1c(NC(=O)c2ccco2)sc2c1CCC2,-18%,-7%,3%,6%,8.1%,
CCCCc1cc2c(cc1NC(=O)CN1CCCCC1)OCCO2,10%,5%,-4%,-14%,0.3%,
Cn1c(NC2CCCCC2)c(N=O)c(=O)n(C)c1=O,8%,3%,1%,-15%,1.2%,
FCCCOc1ccc(/C=N/OCc2c(Cl)cccc2Cl)cc1,-5%,4%,-2%,-10%,1.9%,
SMILES,influenza NS1A,Salmonella PhoP GFP,H37Rv inhibition,tuberculosis growth,inhibitors of VEEV,others
COC(=O)c1sc(N)c(C(=O)OC)c1COC(=O)CNS(=O)(=O)c1cccc(C#N)c1,6%,1%,-1%,37%,8.9%,
COC(=O)c1ccc(NC(=S)NC2CC2)cc1,4%,-2%,-1%,?,0.1%,
O=C(COc1ccc(Br)cc1)Nc1ccc([N+](=O)[O-])cn1,0%,-35%,?,6.5µM*,5.1%,
O=[N+]([O-])c1ccc(C(O)C23CN4CN(CN(C4)C2)C3)cc1 (stereo not given),2%,-4%,1%,-8%,1.3%,
CCC(=O)c1ccc(OCC(=O)OCC(=O)c2cc(C)n(CC3CCCO3)c2C)cc1 (stereo not given),3%,-3%,?,.,1.2%,
CCOC(=O)CSc1nc2c(c(=O)n(C)c(=O)n2C)n1Cc1ccccc1F,-1%,-7%,-9%,34%,i,
O=C(Nc1cccc(C(=O)O)c1)/C(=C\c1ccccc1)NC(=O)c1ccccc1Cl,1%,-10%,-7%,9%,2.2%,
Cc1cc(N(CCO)CCO)ccc1C(c1ccc(N(CCO)CCO)cc1C)c1ccccc1Cl,20%,-7%,-3%,-1%,0.3%,inhibitors of VEEV 10K pilot screen=0.3
COc1ccc(C(CCN2CCN(c3ccccc3)CC2)c2c(O)cc(OC)cc2OC)cc1 (stereo not given),15%,-12%,67%,51%,i,
COc1ccc(C2Nc3ccccc3C(=O)N2Cc2ccco2)cc1CN1C(=O)c2ccccc2C1=O (stereo not given),2%&4%,0%&-8%,1%&5%,34%&12%,9.8%,
COc1ccc(-c2c(C)nc(N)nc2-c2ccc(OC)cc2O)cc1,6%,11%,6%,0%,7.8%,
Cc1cc(Cl)ccc1OCC(O)CN1C(C)CCCC1C (stereo not given),.,-15%,-6%,6%,.,
CC(Nc1nc2ncn(Cc3ccccc3)c2c(=O)[nH]1)C(=O)O (stereo not given),4%,-4%,-2%,-2%,0.7%,
CC(C)CN(C(=O)Cn1nnc(-c2ccc(F)cc2)n1)C1CCS(=O)(=O)C1 (stereo not given),-2%,16%,-6%,3%,0.8%,
COCc1cc(C)nc(OCC(=O)N/N=C/c2ccccc2O)c1C#N,2%,0%,-1%,6%,1.7%,
COc1cc2c(cc1C=O)OCO2,12%,-13%,-2%,-11%,i,
Cc1cc(Cl)ccc1OCC(=O)N1CCCN(C(=O)COc2ccc(Cl)cc2C)CC1,-2%,5%,-4%,17%,1.6%,
Cc1ccccc1CSCC(=O)N1CCN(c2ccccc2)CC1,-7%,3%,3%,35%,0.3%,
Cc1ccccc1Nc1nc(N)nc(CSc2nnnn2C)n1,4%,0%,0%,-3%,i,
COCCn1c(SCC(=O)N2CCCC(C)C2)nnc1-c1ccco1 (stereo not given),-6%,3%,6%,-2%,0.6%,
COc1ccc(S(=O)(=O)N2CCN(C(=O)CNC(=O)c3ccc4c(c3)OCO4)CC2)cc1,-12%,5%,-9%,15%,0.9%,
CC(C)c1ccc(OCC(=O)NCc2n[nH]c(=O)c3ccccc23)cc1,-4%,3%,6%,-6%,4.9%,
O=C(CCCc1ccncc1)c1ccccc1,5%,.,.,.,i,
c1ccc2ccccc2c1,2%,.,-11%,2%,0.2%,
Clc1cccc(Cl)c1-c1nnc2ccc(N3CCOCC3)nn12,3%,-6%,-3%,6%,1.5%,
SMILES,influenza NS1A,Salmonella PhoP GFP,H37Rv inhibition,tuberculosis growth,inhibitors of VEEV,others
Cc1cccc(-n2cc3c(=O)n(C)c(=O)n(C)c3c2)c1,.,1%,32%,-6%,3.3%,
CCc1ccc(NC(=O)C(C)OC(=O)CC(NC(C)=O)c2ccccc2)cc1 (stereo not given),4%,9%,-9%,3%,0.7%,
Cc1cc(C)n2nc(NCc3ccccc3)nc2n1,-11%,-10%,-2%,-5%,i,
Cc1ccc2c(c1)c1c(n2CC(O)Cn2c(C)nc3ccccc32)CCCC1 (stereo not given),14%,-7%,-6%,.,i,
CC1=C(C(=O)OCc2ccccc2)C(c2cccc([N+](=O)[O-])c2)NC(=O)N1 (stereo not given),-6%,-2%,8%,-6%,0.9%,
CCOC(=O)C(=CNc1cc(C(F)(F)F)ccc1N1CCOCC1)C(=O)OCC,-3%,2%,4%,20%,6.9%,
CCOc1ccc(C(=O)NC2CC(=O)N(c3ccc4c(c3)OCCO4)C2)cc1 (stereo not given),-8%,0%,-9%,-11%,1.0%,
CCOc1ccc(NC(=O)c2ccc(CN3CCc4ccccc4C3)cc2)cc1,-1%,-6%,0%,31%,0.9%,
CCOC(=O)C(CN1CCCC1)c1ccccc1 (stereo not given),-1%,-2%,-10%,4%,0.1%,

# From PubChem BioAssay

# Rows were taken by chance; about 1.4% have a hit in one of these screens.
